NCOA1 inh: human NCOA1 inhibition. Q15788. HEK293 GAL4-SRC1 luciferase reporter, luminescence. inhibition, % at 3.6 µM. actives 0.12% (n = 360,000);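 active means inhibition above the campaign mean plus 3 SD, with each screening campaign given its own cutoff, cut at about 60% in these data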;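 further: 0% = DMSO treated cells and 100% = gossypol at 36 µM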
NOD2-RIPK2 inh: inhibitors of human NOD2-RIPK2 interaction | O43353 | CHO BLA complementation NOD2-RIPK2, CCF4 ratio | inhibition, % at 4.98 µM | actives 0.38% (n = 360,000) | AID 624267; in the data active means inhibition above about 21%;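 further: 0% = vehicle only and 100% = reference blocker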
NCOA3 inh: inhibits human SRC3 coactivator | Q9Y6Q9 | HEK293 GAL4-SRC3 luciferase reporter, luminescence | inhibition, % at 3.6 µM | actives 0.17% (n = 360,000);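 active means inhibition above a per-campaign cutoff, the mean of all compounds plus 3 SD, cut at about 60% in these data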;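 further: 0% = DMSO-treated cells and 100% = gossypol-treated cells at 36 µM; higher means less SRC3-driven luciferase light from the GAL4 reporter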
MC4R antagonist: antagonists of human melanocortin 4 receptor (MC4R); MC4R-expressing cells, MTII-stimulated cAMP, LANCE TR-FRET; P32245; actives 0.48% (n = 360,000); inhibition, % at 6.5 µM;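 active means inhibition above its plate's cutoff, the mean of tested wells on that plate plus 3 SD, cut at about 29% in these data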;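 further: 0% = Melanotan II alone and 100% = Melanotan II plus saturating MCL0020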
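Assay system: human MC4R-expressing U2OS cells; reagent: Melanotan II stimulation of cells; dosing: 6.5 µM single dose; timing: compound 30 min, challenge 1 h, detection 1 h; signal: TR-FRET cAMP assay; replicates: one well per compound, no replicates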
NCOA2 inhibitor: inhibits human steroid receptor coactivator 2; actives 0.17% (n = 370,000); Q15596; AID 651957; inhibition, % at 9 µM; HEK293 GAL4-SRC2 luciferase reporter, luminescence;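 active means inhibition above the mean inhibition of all tested compounds plus 3 SD, set per campaign, cut at about 52% in these data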;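 further: 0% = DMSO treated cells and 100% = cells given Gossypol at 36 µM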
EBV LMP1 NFkB: Epstein-Barr LMP1 NF-kappaB reporter inhibition; LMP1-induced NF-kappaB luciferase reporter cells, luminescence; inhibition, % at 12.5 µM; actives 0.69% (n = 350,000); AID 504558; in the data active means inhibition above about 41%;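 further: 0% = neutral control wells and 100% = reference inhibitor control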
COUP-TFII inh: inhibitors of human COUP-TFII (NR2F2). P24468. inhibition, % at 8.6 µM. AID 686940. HEK293T NGFI-A luciferase reporter, luminescence. actives 0.7% (n = 370,000);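 active means inhibition above a per-plate cutoff, mean inhibition of test wells between control levels plus 3 SD, cut at about 38% in these data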;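 further: cells cotransfected with COUP-TFII expression vector driving the NGFI-A reporter; 0% = median of COUP-TF2 test wells and 100% = reporter-only cells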
TLR9-MyD88 block: TLR9-MyD88 interaction inhibition. Q9NR96+Q99836. CHO BLA complementation TLR9-MyD88, CCF4 FRET ratio. inhibition, % at 4.98 µM. actives 0.21% (n = 340,000);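 active means inhibition above the mean over all tested compounds plus 3 SD, cut at about 21% in these data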;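 further: 0% = DMSO only wells and 100% = clavulanate BLA inhibitor control wells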
Target sequence (Q99836 whole entry, looked up): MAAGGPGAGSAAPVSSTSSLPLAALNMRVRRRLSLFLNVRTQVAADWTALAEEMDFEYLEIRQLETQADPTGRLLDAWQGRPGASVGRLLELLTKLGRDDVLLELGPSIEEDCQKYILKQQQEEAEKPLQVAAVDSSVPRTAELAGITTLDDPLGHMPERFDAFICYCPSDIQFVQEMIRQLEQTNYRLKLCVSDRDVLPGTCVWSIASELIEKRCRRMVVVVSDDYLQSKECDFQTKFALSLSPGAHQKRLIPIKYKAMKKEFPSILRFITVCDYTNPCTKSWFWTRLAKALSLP
Target sequence (Q9NR96 whole entry, looked up): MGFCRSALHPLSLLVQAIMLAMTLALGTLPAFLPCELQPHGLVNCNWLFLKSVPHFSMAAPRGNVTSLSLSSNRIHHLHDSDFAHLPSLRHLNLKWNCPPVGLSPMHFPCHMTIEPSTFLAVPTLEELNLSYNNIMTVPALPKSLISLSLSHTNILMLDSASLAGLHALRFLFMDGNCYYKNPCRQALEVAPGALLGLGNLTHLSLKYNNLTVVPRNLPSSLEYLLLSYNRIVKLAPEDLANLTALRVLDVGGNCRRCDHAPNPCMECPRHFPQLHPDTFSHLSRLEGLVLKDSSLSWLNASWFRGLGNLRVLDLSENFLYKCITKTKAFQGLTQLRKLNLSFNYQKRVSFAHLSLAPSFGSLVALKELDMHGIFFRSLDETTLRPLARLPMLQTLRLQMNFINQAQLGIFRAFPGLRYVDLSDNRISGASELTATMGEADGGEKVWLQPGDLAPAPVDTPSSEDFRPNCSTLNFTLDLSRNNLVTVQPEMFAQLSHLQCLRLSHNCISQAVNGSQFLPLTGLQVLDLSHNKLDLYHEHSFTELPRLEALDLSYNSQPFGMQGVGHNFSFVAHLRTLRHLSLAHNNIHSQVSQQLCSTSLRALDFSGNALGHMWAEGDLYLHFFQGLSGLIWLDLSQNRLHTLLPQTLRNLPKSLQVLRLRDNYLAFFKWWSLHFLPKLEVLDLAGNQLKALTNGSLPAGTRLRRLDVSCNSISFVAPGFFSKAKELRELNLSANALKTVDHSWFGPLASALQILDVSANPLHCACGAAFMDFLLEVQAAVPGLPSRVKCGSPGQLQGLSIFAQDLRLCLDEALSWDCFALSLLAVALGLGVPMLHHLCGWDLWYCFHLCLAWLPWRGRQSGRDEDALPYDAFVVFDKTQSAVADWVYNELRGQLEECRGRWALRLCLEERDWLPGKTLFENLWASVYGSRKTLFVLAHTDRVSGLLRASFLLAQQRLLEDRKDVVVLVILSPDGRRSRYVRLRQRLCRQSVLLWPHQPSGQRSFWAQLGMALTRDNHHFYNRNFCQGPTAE
ABHD5 PLIN5 PPI: blocks binding of human ABHD5 to perilipin-5. inhibition, % at 4 µM. Q00G26+Q8WTS1. AID 602281. Split G. princeps luciferase complementation, luminescence, 4 h. actives 0.78% (n = 360,000);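 active means inhibition above the mean inhibition across every tested compound plus 3 SD, cut at about 22% in these data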;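 further: 0% = DMSO only wells and the 100% control is not disclosed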
MC4R ag barr: agonists of human melanocortin 4 receptor (MC4R) beta-arrestin | actives 0.98% (n = 360,000) | AID 540308 | U2OS MC4R beta-arrestin complementation, luminescence; percent of melanotan II response, DMSO zero | activation, % at 8.9 µM;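 active means activation above a per-plate cutoff, the mean activation of sample wells on that plate plus 3 SD, cut at about 8% in these data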
LRH-1 inv ag: NR5A2 inverse agonism in reporter assay. HEK293T StAR-luciferase reporter, LRH-1 transfected, 24 h. AID 602396. actives 0.13% (n = 360,000). inhibition, % at 3.6 µM. O00482;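 active means inhibition above the mean inhibition of all tested compounds plus 3 SD, cut at about 73% in these data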;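 further: 0% = DMSO wells and 100% = reporter-only cells lacking LRH-1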
Starred values were filed as active, the others as inactive; · = not tested or not shown. Some of the compounds tested; rates above refer to the full screens.

The first four records, ahead of the listing:
SMILES	NCOA1 inh	NOD2-RIPK2 inh	NCOA3 inh	MC4R antagonist	NCOA2 inhibitor	EBV LMP1 NFkB	COUP-TFII inh	TLR9-MyD88 block	ABHD5 PLIN5 PPI	MC4R ag barr	LRH-1 inv ag
O=C(COc1ccc(Br)cc1)NNC(=S)NCc1ccccc1	-8	-5	-2	2	-14	-5	3	-13	1	-0.1	19
CC(C)c1ccc(C2(C)NC(=O)N(CC(=O)N3CCN(C(=O)c4cccs4)CC3)C2=O)cc1 (stereo not given)	2	-6	-12	7	13	5	4	-3	7	-1.0	5
CCOc1ccccc1N(CC(=O)Nc1ccccc1Br)S(=O)(=O)c1ccccc1	4	-16	1	6	13	-1	-10	9	-5	0.0	9
Cn1cnc2c1c(=O)n(Cc1ccc(F)cc1Cl)c(=O)n2C	8	-8	2	2	3	-7	-27	-5	6	-0.5	17

All compounds of this part (from the top)
SMILES	NCOA1 inh	NOD2-RIPK2 inh	NCOA3 inh	MC4R antagonist	NCOA2 inhibitor	EBV LMP1 NFkB	COUP-TFII inh	TLR9-MyD88 block	ABHD5 PLIN5 PPI	MC4R ag barr	LRH-1 inv ag
O=C(COc1ccc(Br)cc1)NNC(=S)NCc1ccccc1	-8	-5	-2	2	-14	-5	3	-13	1	-0.1	19
CC(C)c1ccc(C2(C)NC(=O)N(CC(=O)N3CCN(C(=O)c4cccs4)CC3)C2=O)cc1 (stereo not given)	2	-6	-12	7	13	5	4	-3	7	-1.0	5
CCOc1ccccc1N(CC(=O)Nc1ccccc1Br)S(=O)(=O)c1ccccc1	4	-16	1	6	13	-1	-10	9	-5	0.0	9
Cn1cnc2c1c(=O)n(Cc1ccc(F)cc1Cl)c(=O)n2C	8	-8	2	2	3	-7	-27	-5	6	-0.5	17
CC(C)OCCCNC(=O)c1ccc(CS(=O)(=O)c2cccc(C(F)(F)F)c2)o1	15	3	12	1	8	0	-5	2	-8	0.1	6
CN(C)c1ccc(NC(=O)Nc2nnc([C@H]3C[C@H](O)[C@@H](CO)O3)s2)cc1	-1	3	-20	-17	4	·	-10	·	-6	-2.8	-19
Cc1ccc(N2C(=O)CC(NNC(=O)Cc3ccc(F)cc3)C2=O)cc1Cl (stereo not given)	-28	-19	14	1	12	-2	1	-1	3	-0.4	-4
O=C(O)C1CCC(Cn2c(SCc3cc(=O)n4cc(Br)ccc4n3)nc3ccsc3c2=O)CC1 (stereo not given)	-5	-8	8	-52	16	11	2	3	3	-2.4	1
O=C(N/N=C/c1ccc(N2CCCC2)c([N+](=O)[O-])c1)c1cccnc1	1	-3	-4	-11	-31	-3	-9	-5	-3	-2.9	10
CC1CCCC(C)N1CCNC(=O)Cn1nc(-c2ccccc2)ccc1=O (stereo not given)	-18	-6	12	8	-16	1	3	-3	-2	0.9	-20
O=C(COC(=O)CCOc1ccccc1)Nc1ncc(Cl)cc1Cl	-7	-8	-6	11	8	-5	10	12	4	-1.5	-5
COC(=O)c1ccc(C2/C(=C(\O)c3cccc(OC)c3)C(=O)C(=O)N2CCCN2CCOCC2)cc1 (stereo not given)	3	-4	18	8	6	1	13	3	-3	-0.4	1
O=[N+]([O-])c1cc(Cl)c(O)c2ncccc12	-11	1	11	1	2	15	11	7	-6	-6.0	19
O=C(OC1CCCCC1)c1ccc(NC(=O)C2CCCCC2)cc1	-6	-1	1	0	1	-22	-11	-5	-12	-0.1	-38
O=C(Nc1cccc(S(=O)(=O)N2CCOCC2)c1)c1ccc(Cl)nc1	-2	-3	11	14	-4	4	13	-8	-5	2.2	-10
CCNC(=O)C(=O)NCC1OCCCN1S(=O)(=O)c1ccc(F)cc1C (stereo not given)	-18	-22	-9	-8	-10	-2	-14	-3	-4	0.2	15
COc1ccccc1OCc1cc(C(=O)N(C)CCC2CCCCO2)no1 (stereo not given)	-83	-3	-59	-2	-66	-27	-31	-6	-1	3.3	-77
CCC(C)(C)NC(=O)CN(Cc1ccc(F)cc1)C(=O)CCC(=O)Nc1ccccn1	-10	-13	-6	0	11	5	-8	-9	-1	0.5	6
O=c1cc(O)c2c(=O)n(-c3ccccc3)c3ccccc3c2o1	-26	-3	19	5	5	1	-4	7	-1	-1.2	6
Cc1nnc2n(c1=O)C(CS(=O)(=O)c1ccccc1)CS2 (stereo not given)	6	1	5	3	7	1	1	9	-6	2.6	3
COC1(OC)N=C(N)C2(C#N)C(c3ccc(C)cc3)C12C#N (stereo not given)	5	-5	5	0	-2	-3	-8	4	0	0.7	9
O=C(NNC(=O)C12CC3CC(CC(C3)C1)C2)c1cnccn1	8	-8	-4	21	-15	6	-2	4	1	-1.6	0
CC1CN(C(=S)Nc2cccc([N+](=O)[O-])c2)CC(C)O1 (stereo not given)	-2	-1	-10	-2	4	0	-5	-4	-3	-2.2	-15
Cc1csc2ncnc(N3CCN(C(=S)Nc4ccc(F)cc4F)CC3)c12	-6	-4	22	6	14	·	4	·	-5	0.7	17
Cc1cccc(N2CCN(C(=O)Cc3ccc(-n4c(=O)[nH]c5ccsc5c4=O)cc3)CC2C)c1 (stereo not given)	1	3	23	4	19	7	-8	-7	4	0.2	-17
CCCCS(=O)CC(O)COCC (stereo not given)	15	-2	9	18	-4	-3	18	-2	-11	1.2	-25
O=C(NCCc1csc(-c2cccnc2)n1)c1ccccc1	-10	0	-2	5	-1	1	-15	2	-5	-0.7	10
CCOc1cc(NC(=O)C2CC2)c(OCC)cc1NC(=O)CCn1nnc2ccccc21	-43	-3	-6	8	-33	7	6	-4	1	0.0	-14
Cc1c(NC(=O)c2ccc(-c3ccccc3)cc2)cccc1C(=O)O	-78	1	-46	8	-14	8	-39	9	3	0.1	-96
CCOC(=O)c1cnc2c(cnn2C)c1NCCCn1ccnc1	-22	5	1	9	-27	-2	0	6	4	0.6	-3
COc1ccc(-n2nnnc2SCC(=O)c2cccc(OC)c2)cc1	-24	-2	-4	20	13	6	0	1	-4	1.3	9
CCc1nc2c(OCC3COc4ccccc4O3)cccn2c1N(C)C(=O)c1cccs1 (stereo not given)	13	-4	13	-7	2	·	-1	·	2	-0.2	9
Fc1ccc(CN2C3=NCCCN3c3ccccc32)cc1	15	-5	13	-1	-4	-3	7	4	-2	-0.3	17
CCN(CC)C(=O)CSc1ncnc2sc(-c3ccccc3)cc12	-83	3	-89	7	-14	-24	11	11	5	-0.6	-21
COCc1cc(C)n(CC(=O)Nc2ccc3c(c2)OCO3)c(=O)c1C#N	3	1	-23	12	-19	7	0	4	6	-0.3	5
Cn1ccc(C(=O)Nc2sc3c(c2C#N)CCC3)n1	-17	-2	-2	5	-12	-1	-12	-2	-5	-2.4	-10
Cc1ccc(NS(=O)(=O)c2ccc3c(c2)n(C)c(=O)n3C)c(C)c1	4	4	11	2	-24	-16	-1	-8	-4	-1.2	9
O=C(CSc1nc(Nc2ccccc2)nc(N2CCOCC2)n1)N1CCc2ccccc21	4	4	8	2	-22	-1	-8	-8	2	-2.1	-17
CCOC(=O)N1CCN(S(=O)(=O)c2cc(OCC(N)=O)c(C)cc2Cl)CC1	-7	-6	14	7	-10	5	-6	-2	-7	-1.3	-7
O=C(COC(=O)C1CCN(C(=O)c2ccc(Cl)cc2)CC1)c1ccco1	-8	-5	-21	7	-16	-4	10	0	3	0.8	-23
CCC(=O)NC(Nc1sc2c(c1C(=O)OC)CCC2)C(Cl)(Cl)Cl (stereo not given)	-13	-4	21	21	13	-26	8	4	-5	7.1	4
CN(C(=O)OC(C)(C)C)c1ccc(-c2nc3ccccc3s2)cc1	86*	-4	87*	0	85*	81*	97*	2	2	0.2	85*
Cc1cccc(CSc2nc3c(c(=O)n2C)SCC3)c1	11	1	30	24	29	10	16	-1	-3	1.2	12
COc1ccc(/C=N/NC(=O)C(C)Sc2ccccn2)cc1[N+](=O)[O-] (stereo not given)	2	-4	15	2	11	5	-5	-3	-4	0.4	-1
CC1=CC2(C#N)C3(N=C(N)C2(C#N)C(c2ccccc2)N1)OCCO3 (stereo not given)	-8	-7	-2	4	13	1	-7	12	2	2.1	12
COc1ccccc1-c1nc(COc2ccc(Cl)cc2Cl)no1	-95	0	-69	3	-65	-45	-54	13	13	4.9	-121
COc1cccc(CN2CC(C(=O)NCCOc3ccccc3F)CCC2=O)c1 (stereo not given)	5	7	-2	11	0	-5	18	1	-6	0.4	-11
CN(C)c1c(-c2ccccc2)cc(-c2ccccc2)[nH]c1=O	-36	-1	-18	-8	-13	0	-12	-7	1	-1.1	-24
Cc1cc(Nc2ccccc2C(=O)O)n(-c2ccc([N+](=O)[O-])cc2)n1	6	-1	-4	-4	-3	-3	-22	-7	2	0.8	-5
NC1=NC[C@@H](Cc2ccc(O)cc2)N1CCc1cccc2ccccc12	-7	-9	2	6	-12	-2	-9	-1	2	-1.4	17
The list goes on.
SMILES	NCOA1 inh	NOD2-RIPK2 inh	NCOA3 inh	MC4R antagonist	NCOA2 inhibitor	EBV LMP1 NFkB	COUP-TFII inh	TLR9-MyD88 block	ABHD5 PLIN5 PPI	MC4R ag barr	LRH-1 inv ag
Cc1cccc(-n2c(C)cc(C(=O)NC3CCCCC3)c2C)c1	-25	-3	-37	9	0	-10	10	5	-9	-1.0	-49
CCCC(=O)Nc1nnc(SCC(=O)N2C(C)CCCC2C)s1 (stereo not given)	-20	-17	-3	7	3	-1	0	5	-2	-1.6	5
O=C(CSc1nc(-c2ccco2)cc(C(F)(F)F)n1)NCCCn1ccnc1	23	-12	8	-3	-1	-7	-9	1	16	1.5	-9
NC(=O)C1CCN(C(=O)/C=C/c2cccc(Br)c2)CC1	-23	3	-18	2	6	-6	6	-4	4	-0.4	15
CCCCCOc1ccc(/C=C/C(=O)NCCc2nc3ccccc3[nH]2)cc1OC	-17	6	2	6	1	0	-20	1	5	3.7	-7
CCOc1ccc(-c2cc(C(=O)O)c3ccccc3n2)c(OCC)c1	-26	-4	-106	6	2	-17	3	1	5	0.0	-33
Cc1ccc(S(=O)(=O)c2ccc([N+](=O)[O-])cn2)cc1	29	70*	33	17	35	60*	-1	-5	49*	-3.4	-28
O=C1C=C(c2ccc(Cl)cc2)OC2(CCCC2)O1	-21	-4	2	4	7	3	-7	8	-2	-0.5	37
O=C1c2ccccc2NC2(CCCC2)N1NS(=O)(=O)c1ccccc1	-13	-10	5	-4	-37	-3	-8	·	2	1.1	13
COc1ccc(OC)c(CN2CCC(Cc3ccccc3)CC2)c1	-2	-10	11	0	11	-20	4	0	4	-0.7	-1
Cn1ccc2ccc(C3=CC(=O)C[C@H](c4ccc(F)cc4)C3)cc21	-21	-9	3	4	6	4	0	-1	5	-0.9	-9
O=C(O)C(Cc1c[nH]c2ccccc12)NS(=O)(=O)c1cccc2nsnc12 (stereo not given)	-2	-2	10	-4	0	-6	0	-4	0	-2.1	0
